High-throughput results (PubChem)
D3 antag: antagonists of human D3 dopamine receptor. hit rate 2.5% among 360,000. D3R cells, DiscoveRx beta-arrestin luminescence, antagonist mode; hits give low values. P35462. max response, negative = inhibition, %. AID 652054; in the data active means max response below about -50%; inconclusive means no clear call, values can overlap the other calls; further: on the % scale 0 is the no-effect control and ±100 the full control effect; mostly tested at two doses, the higher about 12 µM
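Cells plated overnight at 1500 cells/well, then exposed to library compounds with dopamine controls for 90 minutes at 37 degrees C. DiscoveRx reagent added for 30–60 minutes at room temperature; luminescence read, quantitative HTS format.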
PTHR1 agonist: activates the human parathyroid hormone receptor PTHR1; HEK293 GP2 PTHR1 cells, GloSensor cAMP luminescence, 1 h; Potency, µM (titrated, usually from 115 µM), for the others: top-dose activation, most hits filed as activators; hit rate 0.075% among 410,000; AID 743266; further: potency means the concentration at half of the fitted maximal effect; nearly all actives have a fitted effect of over 55% in size; some results filed as inactive show a strong effect at the top dose; inactives centre near -15; many of its hits are not listed in these tables
Target sequence (Q03431 whole entry, looked up): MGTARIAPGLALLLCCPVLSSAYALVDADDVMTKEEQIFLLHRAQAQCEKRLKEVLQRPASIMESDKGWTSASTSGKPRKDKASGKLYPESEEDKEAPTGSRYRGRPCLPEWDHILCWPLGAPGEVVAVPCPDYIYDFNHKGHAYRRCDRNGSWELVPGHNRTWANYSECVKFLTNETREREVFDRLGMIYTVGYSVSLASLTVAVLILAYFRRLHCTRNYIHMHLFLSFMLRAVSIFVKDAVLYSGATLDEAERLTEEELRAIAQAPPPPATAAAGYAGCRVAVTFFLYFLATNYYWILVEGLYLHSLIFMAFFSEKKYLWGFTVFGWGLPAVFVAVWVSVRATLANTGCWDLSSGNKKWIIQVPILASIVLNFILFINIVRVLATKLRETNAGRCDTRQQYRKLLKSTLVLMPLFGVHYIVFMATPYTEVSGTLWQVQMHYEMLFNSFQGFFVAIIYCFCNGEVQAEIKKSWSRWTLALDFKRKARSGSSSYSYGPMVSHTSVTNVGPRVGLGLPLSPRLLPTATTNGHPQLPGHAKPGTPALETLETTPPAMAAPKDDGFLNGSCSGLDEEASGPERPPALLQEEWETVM
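HEK-293-derived GP2 cells expressing PTHR1 and a GloSensor cAMP reporter, 3,000/well, plated overnight, given luciferin plus IBMX (each 0.5 mM as added) for 1 h at 37 °C, then compound for 1 h at 37 °C. Luminescence was read after 15 min at room temperature.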
TDP43 rescue: inhibitors of TDP-43 toxicity in yeast; hit rate 1.8% among 410,000; TDP-43 expressing yeast growth rescue, BacTiter-Glo, 24 h; Potency, µM (series often up to 46.1 µM), inactives show at the highest dose growth rescue (activation), usual class: activators; further: potency means the concentration at half of the fitted maximal effect; % of control where 0% means no effect; nearly all actives have a fitted effect of over 50% in size
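In this qHTS, compounds that restore growth of yeast expressing TDP-43 appear as activators. Cells (OD600=0.02, galactose medium, raffinose-pregrown) are incubated with compound 24 hr at 30 deg C and growth is quantified by BacTiter-Glo.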
aSyn yeast inh: rescues yeast growth from alpha-synuclein toxicity; Potency, µM (top dose mostly 46.1 µM), inactives show at the highest dose growth rescue (activation), hits mostly activators; Yeast expressing alpha-synuclein, growth rescue, BacTiter-Glo, 24 h; hit rate 0.14% among 370,000; further: potency means the concentration at half of the fitted maximal effect; % of control where 0% means no effect; nearly all actives have a fitted effect of over 65% in size
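Screening used galactose-induced yeast with toxic alpha-synuclein levels, exposed to compound for 24 hr at 30 deg C. Cell growth, read with BacTiter-Glo luminescence, gave the measured signal.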
GLP1R inv ag: GLP-1 receptor (human) inverse agonism; P43220; HEK293 GLP-1R CRE-luciferase, luminescence, 24 h; GLP-1R form is constitutively active; Potency, µM (series often up to 38.3 µM), without a hit: at the top dose activity change, negative = inhibition, usual class: inhibitors; hit rate 1.6% among 410,000; further: potency means the concentration at half of the fitted maximal effect; on the % scale 0 is the no-effect control and ±100 the full control effect; nearly all actives have a fitted effect of over 55% in size
Target sequence (P43220 whole entry, looked up): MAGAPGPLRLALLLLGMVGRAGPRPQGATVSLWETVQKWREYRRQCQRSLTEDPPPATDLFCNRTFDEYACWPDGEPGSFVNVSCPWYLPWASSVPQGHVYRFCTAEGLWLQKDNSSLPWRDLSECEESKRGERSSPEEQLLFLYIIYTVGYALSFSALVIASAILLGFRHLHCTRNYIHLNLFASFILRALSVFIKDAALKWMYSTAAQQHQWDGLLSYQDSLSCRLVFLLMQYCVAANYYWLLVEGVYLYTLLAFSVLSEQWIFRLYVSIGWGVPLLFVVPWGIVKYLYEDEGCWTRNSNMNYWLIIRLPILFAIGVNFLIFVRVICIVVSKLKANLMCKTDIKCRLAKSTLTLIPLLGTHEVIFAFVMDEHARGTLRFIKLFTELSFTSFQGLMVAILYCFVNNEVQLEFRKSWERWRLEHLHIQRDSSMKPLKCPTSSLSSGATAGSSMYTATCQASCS
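Cells are plated, allowed 12 hours at 37 deg C, then treated with compounds for 24 hr before luciferase detection reagent is added and luminescence is read after 12 min at room temperature. The HEK293 line carries constitutively active GLP-1R with a cAMP-responsive reporter.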
Akt phos inh: blocks phosphorylation of Akt; Neuro2A IGF-stimulated pAkt S473 HTRF, 20 min; hits give low values; activity change, % for hits at 50 µM; hit rate 0.32% among 360,000; in the data active means activity change below about -80%; inconclusive means mostly about -51% to -80%; further: on the % scale 0 is the no-effect control and ±100 the full control effect
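Single-point screen (50 µM final compound) in Neuro2A cells stimulated 20 min with 6 nM IGF at 37 deg C. After lysis, Ser473-phosphorylated Akt read by HTRF (ex 330 nm, em 615/665 nm) as the 665/615 ratio.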
Abeta yeast res: A-beta toxicity reversal in yeast. yeast expressing A-beta42, growth rescue, OD600, 48 h; response scale: 0% DMSO, 100% iron-clioquinol control. hit rate 0.063% among 410,000. Potency, µM (highest dose often 46.1 µM), for inactives: at the top dose growth rescue, most hits filed as activators; further: potency means the concentration at half of the fitted maximal effect; nearly all actives have a fitted effect of over 55% in size
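Yeast growth medium received pinned compounds, then yeast cells expressing toxic A-beta were added; plates incubated at 30 C for 48 hr. Growth read as absorbance at 600 nm, normalized to DMSO and equimolar FeCl3 plus clioquinol controls.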
GLP1R ag: activates the human GLP-1 receptor. P43220. HEK293 GLP-1R CRE-luciferase, luminescence, 4-6 h; cells express a hypersensitive GLP-1R form. Potency, µM (doses to about 45.6 µM), for inactives: top-dose activation, most hits filed as activators. hit rate 0.007% among 380,000. AID 624172; further: potency means the concentration at half of the fitted maximal effect; % of control where 0% means no effect
FUS yeast rescue: rescues growth of FUS-expressing yeast; hit rate 0.24% among 390,000; AID 1347120; Potency, µM (highest dose often 76.6 µM), for inactives: at the top dose growth rescue (activation), most hits filed as activators; S. cerevisiae FUS-expressing, growth rescue, OD600, 24 h;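 further: potency means the concentration at half of the fitted maximal effect; plate controls were DMSO vehicle for no effect and reference control for full effect; nearly all actives have a fitted effect of over 55% in size; some results filed as inactive show a strong effect at the top dose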
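Read-out: OD at 600 nm after 24hr at 30C, reporting rescue of FUS-induced yeast toxicity. Cells at OD 0.005 in galactose (2%) minimal medium; compounds tested in a dilution series; CP55940 titration from 92uM final as control.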
Starred values were filed as active, the others as inactive; i = inactive; ? = inconclusive; . = not tested or not shown; [ ] = another dose, or the depositor's remark. Unless noted, the call rests on the fitted dose curve; in most records, active means well fitted curve in the direction sought with a large enough effect; inconclusive means small, poorly fitted or top-dose-only effect, or another doubt; inactive means no such curve, though single readings can be large; an effect the other way counts as inactive or inconclusive.

SMILES	D3 antag	PTHR1 agonist	TDP43 rescue	aSyn yeast inh	GLP1R inv ag	Akt phos inh	Abeta yeast res	GLP1R ag	FUS yeast rescue
CCN(CC)C(=O)CSc1nc2ccc(NC(=O)CSc3nnc(N)s3)cc2s1	18	-14%[57.5 µM]	-5%	0%	2%	i	11%	3%	10µM*
CC(=O)Nc1cc(C(=O)NCc2ccc(F)cc2Cl)ccc1Sc1ccc(Cl)cc1	.	-51%[inhibitor]	11µM*	.	?	.	-2%	.	?
CCOC(=O)N1CCC(NC(=O)C2CCN(S(=O)(=O)c3ccc4c(c3)oc(=O)n4C)CC2)CC1	26	-15%	-25%[0.397 µM]	-7%	45%[activator]	i	10%	12%	16%
COC(=O)C1=C(C)NC(=O)CC1c1ccc(C(=O)OC)cc1 (stereo not given)	13	?	2%	2%	0%	i	13%	-10%	8%
Nc1ncnc2c1ncn2[C@@H]1O[C@H](C(=O)N(CCC2=CCCCC2)CC2CC2)[C@@H](O)[C@H]1O	17	-4%	?	-1%	10%	i	-2%	-6%	19%
CC1OC(C(C)(C)C)Cc2[nH][nH]c(=O)c21 (stereo not given)	-10	-17%	17%	?	-15%	i	-5%	8%	-9%
Cc1cccc(-n2c(=O)c3c(n4cnnc24)-c2ccccc2CC32CCCCC2)c1	-21	29%[57.5 µM]	9%	11%	30%[activator]	i	-10%	0%	-10%
O=C(O)c1ccc(/C=N/NC(=O)c2ccc(F)cc2)cc1	-15	-3%	-12%	1%	10%	i	-8%	-1%	1%
Cn1c(=O)c2c(nc(N3CCOCC3)n2Cc2ccc(Br)cc2)n(C)c1=O	.	-29%	?	.	1%	.	-11%	0%	-7%
CC(C)c1onc(C(=O)N2CCN(C(c3ccccc3)c3ccccc3)CC2)c1[N+](=O)[O-]	-24	-16%	0%	5%	2.5µM*	i	-3%	-3%	?
CCCN1CCN(C(=O)CCn2c(=O)c3cccn3c3cccnc32)CC1	-15	i	7%	-3%	31%[activator]	i	-3%	-1%	25%
Cc1ccc(-c2nc(-c3cc4cccc(OCc5cccc(F)c5)c4oc3=O)no2)cc1	.	-28%	4%	.	12%	.	-1%	1%	5%
COC(=O)Nc1ccc(S(=O)(=O)N2CCCC(C(=O)N3CCC(C)CC3)C2)cc1 (stereo not given)	3	-73%[inhibitor]	11%	2%	15%	i	-60%[inhibitor]	2%	-18%
C[C@H](CO)N1C[C@H](C)[C@@H](CN(C)C)Oc2c(NS(=O)(=O)c3cn(C)cn3)cccc2C1=O	16	i	15%	-12%	5%	i	4%	0%	-18%
CC(Sc1nncn1C)C(=O)NCCC1=CCCCC1 (stereo not given)	0	i	-16%	-2%	-5%	i	2%	14%	-6%

Continued; it opens with the 3 that closed the last part.
SMILES	D3 antag	PTHR1 agonist	TDP43 rescue	aSyn yeast inh	GLP1R inv ag	Akt phos inh	Abeta yeast res	GLP1R ag	FUS yeast rescue
COC(=O)Nc1ccc(S(=O)(=O)N2CCCC(C(=O)N3CCC(C)CC3)C2)cc1 (stereo not given)	3	-73%[inhibitor]	11%	2%	15%	i	-60%[inhibitor]	2%	-18%
C[C@H](CO)N1C[C@H](C)[C@@H](CN(C)C)Oc2c(NS(=O)(=O)c3cn(C)cn3)cccc2C1=O	16	i	15%	-12%	5%	i	4%	0%	-18%
CC(Sc1nncn1C)C(=O)NCCC1=CCCCC1 (stereo not given)	0	i	-16%	-2%	-5%	i	2%	14%	-6%
CCn1c(=O)c2c(nc3n2CCCN3CCc2ccc(OC)c(OC)c2)n(C)c1=O	19	i	9%	-1%	55%[activator]	i	-10%	19%	18%
CC1=NN(C(=O)c2cc(C)nn2C)C(O)(C(F)(F)F)C1 (stereo not given)	4	-14%	4%	-4%	?	i	-10%	8%	-18%
CCNC(=O)CC1C(=O)N(c2ccccc2)C(=O)N1CCc1ccc(OC)c(OC)c1 (stereo not given)	?	i	-22%	3%	3%	i	-21%	6%	9%
Cc1ccccc1-n1c(CSC(=N)N)nc2ccccc2c1=O	-72*	-8%[57.5 µM]	-4%	-1%	-13%	i	-4%	-6%	7%
CCCCc1nnc(NC(=O)CSc2nc(C)cc(=O)[nH]2)s1	33	i	-15%	6%	5%	.	0%	-13%	13%
O=C1C2C3C=CC(C3)C2C(=O)N1CN(Cc1ccccc1)CN1C(=O)C2C3C=CC(C3)C2C1=O (stereo not given)	-21	-3%[57.5 µM]	5.6µM*	6%	-7%	i	8%	-10%	20%
Cc1cc(=O)oc2cc(OCc3ccc(S(=O)(=O)N4CCOCC4)cc3)ccc12	-14	-20%	-22%	-4%	0%	i	-14%	10%	?
O=C(CCC(=O)n1ncc2ccccc21)NCc1ccc(F)cc1	12	i	?	0%	3%	i	11%	5%	-10%
COc1cccc(CN2CCC(C(=O)N3CCN(c4ccccc4F)CC3)CC2)c1	4	-25%	14%	2%	?	i	9%	-17%	.
CN(CCc1ccccc1)C(=O)c1ccc(NC(=O)Cc2ccc(NC(=O)C3CCN(C(=O)C4CCCCC4)CC3)cc2)cc1	0	-38%[inhibitor]	29%	-3%	-12%	i	0%	-4%	45%
CCOC(=O)N1CCN(C(=O)CSc2nnc(CNC(=O)c3c(F)cccc3Cl)o2)CC1	14	i	-5%	3%	-2%	i	20%	-10%	4%
Cc1ccc2c(c1)C1CN(C)CCC1N2C(=O)COc1ccc(N(C)C(=O)c2ccccc2)cc1 (stereo not given)	-6	-5%	-19%	-12%	?	i	-7%	9%	7%
CCN(CC)S(=O)(=O)c1ccc(N2CCOCC2)c(NC(=O)c2cc(=O)[nH]c3ccccc23)c1	-15	-60%[inhibitor]	-6%	-1%	-6%	i	-19%	2%	6%
Cc1cccc(N2CCN(C(=O)C3CCCN(S(=O)(=O)c4ccc5c(c4)oc(=O)n5C)C3)CC2)c1C (stereo not given)	.	-22%	20%	.	?	.	13%	-1%	2%
COc1ccccc1C(=O)NCCSCc1ccccc1Cl	11	-12%	13µM*	-10%	?	i	2%	1%	19%
C[C@H]1CN([C@@H](C)CO)C(=O)c2cc(-c3cccc(C#N)c3)cnc2O[C@H]1CN(C)C(=O)c1ccccn1	5	-20%	12%	1%	9%	i	0%	-2%	-13%
O=C(c1ccc(-n2cnnn2)cc1)N1CCOCC1	15	i	-7%	-2%	16%	i	-4%	1%	18%
CCc1cccc(NC(=O)CN2C(=O)CCc3cc(S(=O)(=O)N4CCOCC4)ccc32)c1	.	i	23%	.	-10%	.	2%	.	19%
CCCCn1c(=O)[nH]c(=O)c2c1nc(-c1ccc(-c3ccccc3Br)o1)n2CCOC	11	i	12%	2%	19%	.	10%	10%	-5%
C[C@H]1CN([C@@H](C)CO)C(=O)c2cc(C#CC3CCCC3)cnc2O[C@H]1CN(C)C(=O)Cc1ccccn1	-6	-18%	27%	-8%	-18%	i	-5%	-2%	-6%
Cc1cc2c(cc(C(=O)OC(C(=O)NC3CCCCC3)C(C)C)n2C)o1 (stereo not given)	7	-45%[inhibitor]	-12%	0%	?	i	-5%	13%	?
O=C(NNC(=O)c1ccc2nc[nH]c2c1)c1ccccc1	4	i	-3%	5%	4%	i	1%	-1%	-5%
CCOC(=O)C(C(=O)OCC)C(=O)c1cccc2ccc3ccccc3c12	0	i	0%	15%	?	i	0%	-5%	?
CCOC(=O)c1nc(C)n(-c2cc(OC)c(Cl)cc2Cl)n1	5	i	3%	0%	8%	i	-9%	5%	3%
O=C(CSc1nnc(-c2cccs2)n1CC1CCCO1)c1cc2ccccc2o1 (stereo not given)	1	-18%	17%	7%	1%	i	3%	-1%	52%
O=C(CNC(=O)OCc1ccccc1)NC1CCCCCCC1	2	-14%	13%	7%	-14%	i	28%	4%	.
Cc1ccc(C(=O)CN2C(=O)C(C)Oc3ccccc32)cc1 (stereo not given)	-17	-11%	?	1%	-19%	i	?	11%	3%
Cc1ccc(-c2nc3ccc(Cl)cn3c2Cc2ccccc2)cc1	0	-3%	?	-5%	?	i	-35%[inhibitor]	3%	33%
Cc1ccc(S(=O)(=O)N2CCOCC2)cc1NC(=O)CSc1nc(N)cc(N)n1	3	-2%	-21%	2%	2%	i	0%	1%	17%
Cc1ccc(S(=O)(=O)N2CCOCC2)cc1C(=O)NCC1CCCO1 (stereo not given)	-16	-10%	-12%	-12%	-4%	i	0%	-4%	36%
COc1ccc2ccc(=O)oc2c1CC(=O)C(C)C	0	-2%	11%	0%	7%	i	13%	0%	-10%
Cc1cccc(-n2c(CNC(=O)c3ccccc3)nnc2SCC(=O)Nc2nccs2)c1	9	i	26%	0%	9%	i	-3%	-3%	6%
COc1ccc2[nH]c(C(=O)NCCCN3CCCC3=O)c(C)c2c1	2	-57%[inhibitor]	2%	4%	10%	i	-22%	-1%	-19%
Clc1ccc(C2[C@H]3CN(Cc4ccc(-c5ccccc5)cc4)[C@H](c4ccccc4)C34CC2(c2ccccc2)C4)cn1 (stereo not given in full)	1	-1%	5%	8%	1%	i	1%	-3%	14%
CCN(CC)CCNC(=O)C1CCC(=O)N1CCc1ccccc1 (stereo not given)	0	i	2%	0%	-8%	i	-5%	-6%	0%
COc1cccc(CNC(=O)Cn2ncc3c4ccccc4n(C)c3c2=O)c1	.	i	24%	.	-13%	.	-3%	.	-9%
Cc1nc2ccccc2n1CC(=O)N/N=C\C=C\c1ccccc1	19	i	18%	3%	6%	i	-4%	-12%	25%
COc1ccc2c(c1)[C@H]1[C@H](CO2)[C@H](c2ccccc2)[C@]2(C)C(=O)N[C@H](C)C(=O)N12	-21	-19%	17%	-4%	-7%	i	7%	-3%	5%
CCOC(=O)c1cc2sc(C)cc2n1CC(=O)Nc1cccc(C)c1C	-10	?	1%	17%	?	i	9%	-1%	-12%
C[C@@H]1CN([C@H](C)CO)C(=O)CCCn2nncc2CO[C@@H]1CN(C)C(=O)C1CC1	13	-24%	9%	?	16%	i	-9%	26%	-28%

These rows are one share of the data; count on the stated rates, not on these rows.
